# KB-V1 cytotox = KB-V1 MDR subline cytotoxicity | KB-V1 MDR cells viability, CellTiter-Glo, 72 h | Potency, µM (series often up to 46.1 µM), for inactives: at the top dose activity change, negative = cytotoxicity, actives largely listed as cytotoxic | 400,000 tested, 3.4% active | AID 1347076; further: nearly all actives have a fitted effect of over 60% in size
#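 KB-V1 MDR subline cells in DMEM (phenol-red free, 10% FBS) exposed to compounds in qHTS concentration series for 72 h at 37 degrees C. Viability read by CellTiter-Glo luminescence; concentration-effect curves fitted after normalization and correction.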
# KB-3-1 cytotox = kills parental KB-3-1 adenocarcinoma cells | Potency, µM (doses to about 46.1 µM), for the others: at the highest dose activity change, negative = cytotoxic, usual class: cytotoxic | 400,000 tested, 1.4% active | KB-3-1 viability, CellTiter-Glo ATP luminescence, 72 h; further: nearly all actives have a fitted effect of over 60% in size
#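 Here the drug-naive KB-3-1 line serves as comparator for MDR sub-line selectivity; cells received compound titrations, 72 h at 37 °C, then CellTiter-Glo readout.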
# An asterisk follows results filed as active; ? = inconclusive. The call rests on the fitted dose curve; in most records, active means well fitted cell-killing curve with a large enough effect; inconclusive means small, poorly fitted or top-dose-only effect, or effect the other way; inactive means flat fitted curve, though single readings scatter. On the % scale 0 is the no-effect control and ±100 the full control effect; potency means the concentration at half of the fitted maximal effect.
SMILES,KB-V1 cytotox,KB-3-1 cytotox
O=C(CCCN1C(=O)c2cccnc2Oc2ccc(Cl)cc21)NCc1ccc(F)cc1,-2.2%,0.8%
Ic1ccc(Nc2nc(NCCN3CCOCC3)nc(N3CCCC3)n2)cc1,?,0.0%
Cn1c(CNC(=O)CSc2n[nH]c(-c3ccccc3)n2)nc2ccccc21,-12.8%,-4.6%
Cc1ccc(S(=O)(=O)c2nnn3c2nc(NCc2ccccc2)c2sccc23)cc1,4.5%,1.7%
Fc1ccc(-c2cc(-c3nc(-c4ccc(Cl)cc4)no3)[nH]n2)cc1,3.0%,3.4%
CC(=O)c1cccc(NC(=O)c2ccc3c(c2)c(C)c(C)n3Cc2ccc(Cl)cc2)c1,0.0%,-24.5%
COc1cccc(CNC(=O)Nc2ccc3c(c2)N(C)C(=O)c2ccccc2S3)c1,0.0%,?
S=C(NCCCc1cnc[nH]1)NCCCN(Cc1ccc(Cl)cc1)c1ccc(Br)cc1,-2.3%,-20.4%
Cc1cc(Cl)nc2ccccc12,?,?
Cc1ccc2[nH]c(=O)c(CN(CCCO)Cc3nnnn3Cc3ccco3)cc2c1,-1.3%,?
Cc1ccc(S(=O)(=O)c2nnn3c2nc(NCCc2ccccc2)c2sccc23)cc1,?,-20.6%
O=c1c2ccccc2sn1-c1cc(S(=O)(=O)N2CCOCC2)ccc1N1CCCCC1,-12.6%,0.0%
O=C(Nc1ccc(F)c(Cl)c1)N1CC=C(c2c[nH]c3ccccc23)CC1,2.9%,0.4%
Cc1ccc(NC(=O)Cn2c(=O)oc3cc(S(=O)(=O)N4CCCCCC4)ccc32)cc1Cl,1.6%,-3.8%
Oc1cccc2c(CC(O)c3c[nH]c4ccccc34)ccnc12 (stereo not given),?,0.731µM*
CC(C)(C)OC(=O)N1CCC(c2c(C(=O)NCc3ccc4c(c3)OCO4)cnn2-c2ccccc2Cl)CC1,20.9%,-12.3%
Cc1ccc2[nH]c(=O)c(CN(Cc3ccco3)Cc3nnnn3Cc3ccccc3)cc2c1,-20.0%,0.0%
COc1ccc(-n2ncc(C(=O)N3CCOCC3)c2C2CCN(C(=O)OC(C)(C)C)CC2)cc1,5.0%,14.6%
O=C(CSc1nnc(-c2ccc3c(c2)OCO3)o1)Oc1ccccc1,3.0%,7.3%
CCOc1ccc(N(CC)S(=O)(=O)N2CCCC(C(=O)Nc3ccc(OC)c(Cl)c3)C2)cc1 (stereo not given),-1.3%,-5.9%
Cc1ccc(NC(=O)N2CCC3(CC2)Oc2ccccc2C(=O)N3Cc2ccc(F)cc2)cc1,21.0%,-4.2%
CC(C(=O)Nc1ccc(F)c(Cl)c1)N1Cc2ccccc2C1=O (stereo not given),-3.8%,0.0%
CCN1CCN(CCCNC(=O)c2cnn(-c3ccccc3)c2C2CCN(C(=O)OC(C)(C)C)CC2)CC1,-9.3%,16.1%
CCOC(=O)c1cnn2c(C(F)(F)F)cc(-c3ccc(Br)cc3)nc12,8.1%,-19.1%
COc1cc(C(=O)NCC(c2ccc(N(C)C)cc2)N2CCCC2)cc(OC)c1OC (stereo not given),1.8%,4.2%
COc1cccc(-c2nc(CS(=O)(=O)CC(=O)NCCc3ccc(Cl)cc3)c(C)o2)c1,-8.3%,-10.6%
Cc1ccc(C)c(OCCn2c(CCNC(=O)C3CCCCC3)nc3ccccc32)c1,0.0%,16.8%
O=C(COC(=O)C12CC3CC(CC(Br)(C3)C1)C2)NCc1ccco1,0.0%,?
Cc1ccccc1NC(=O)c1nc(-c2ccncc2)no1,15.4%,-5.0%
COc1ccc(C)cc1NC(=O)Nc1cccc(OCc2cc(=O)n3ccc(C)cc3n2)c1,5.2%,4.7%

# Some of these compounds in order of count of non-hydrogen atoms, smallest number first:
SMILES,KB-V1 cytotox,KB-3-1 cytotox
Cc1ccccc1NC(=O)c1nc(-c2ccncc2)no1,15.4%,-5.0%
CC(C(=O)Nc1ccc(F)c(Cl)c1)N1Cc2ccccc2C1=O (stereo not given),-3.8%,0.0%
COc1cccc(-c2nc(CS(=O)(=O)CC(=O)NCCc3ccc(Cl)cc3)c(C)o2)c1,-8.3%,-10.6%
Cc1ccc(NC(=O)N2CCC3(CC2)Oc2ccccc2C(=O)N3Cc2ccc(F)cc2)cc1,21.0%,-4.2%
CCN1CCN(CCCNC(=O)c2cnn(-c3ccccc3)c2C2CCN(C(=O)OC(C)(C)C)CC2)CC1,-9.3%,16.1%

# Continued:
SMILES,KB-V1 cytotox,KB-3-1 cytotox
COc1ccc(-c2onc(C)c2C)cc1S(=O)(=O)NCc1ccc(Br)cc1,?,?
O=C(C[n+]1cccc2cc(Cl)ccc21)c1cccc([N+](=O)[O-])c1,?,35.8%
CCc1ccc(S(=O)(=O)c2nnn3c2nc(Nc2ccc(NC(C)=O)cc2)c2sccc23)cc1,-2.9%,-10.5%
CCOC(=O)c1cc(-c2ccc(C)cc2)n(CCCC(=O)Nc2cc(C)ccc2C)c1,-7.2%,0.7%
O=C(NNc1ncnc2c1cnn2-c1ccccc1)c1ccccc1,2.8%,10.4%
Cc1c2cnn(CC(=O)N3CCN(c4ccc(F)cc4)CC3)c(=O)c2c(C)n1Cc1ccc(F)cc1,-12.4%,-71.5%
Cc1ccc(CNC(=O)Cn2cc(S(=O)(=O)Cc3ccccc3Cl)c3ccccc32)cc1,-23.9%,-8.7%
Brc1ccc(C2C=Cc3ccccc32)cc1 (stereo not given),18.8%,?
NC(=O)c1c(NC(=O)c2ccco2)sc2c1CCCC2,7.3%,0.0%
C[N+]1(CC(=O)c2ccc(Oc3ccccc3)cc2)CCOCC1,6.4%,4.6%
Cc1ccc(Nc2sc(C(=O)c3ccccc3)c(N)c2S(=O)(=O)c2ccccc2)c(C)c1,-6.7%,-10.7%
COc1ccc(-n2ncc(C(=O)N3CCN(C4CCCCC4)CC3)c2C2CCN(C(=O)OC(C)(C)C)CC2)cc1,5.7%,-14.8%
COc1ccc(-c2nc(CS(=O)CC(=O)NCc3ccccc3Cl)c(C)o2)cc1OC (stereo not given),22.4%,15.0%
CCCn1cc(S(=O)(=O)c2ccc(CC)cc2)c(=O)c2cc(F)c(N3CCN(C)CC3)cc21,4.7%,0.0%
Cc1cccc(CNC(=O)c2ccc(NC(=O)N3CCSc4ncccc43)cc2)c1,-2.6%,-0.3%
COc1ccc(-n2c(SCC(=O)Nc3ccc(Cl)c(C)c3)nc3n[nH]c(C)c3c2=N)cc1,10.3%,-0.2%
Cc1ccc(-n2ncc(C(=O)Nc3ccc4c(c3)OCO4)c2C2CCN(C(=O)OC(C)(C)C)CC2)cc1,0.8%,-12.3%
Cc1cc(O)c(C(c2ccccc2)N2CCN(c3ccc(F)cc3)CC2)c(=O)n1Cc1ccco1 (stereo not given),-3.4%,4.4%
CCN1CCc2c(sc(NC(=S)NC(=O)c3cccc(F)c3)c2C(N)=O)C1,-3.7%,-9.5%
COc1cccc(CNC(=O)c2cc(-c3cccc(OC)c3)n[nH]2)c1,-5.4%,2.0%
COc1cc(OC)c(/C=C/c2ccccn2)c(OC)c1,4.7%,5.17µM*
CCCCOC(=O)c1ccc(Nc2nc3ccccc3c3nnc(C)n23)cc1,10.7%,0.2%
O=C(C[n+]1csc2ccccc21)c1ccccc1,-7.7%,-13.8%
COc1cccc(CN(C(=O)COc2ccc(Cl)c(C)c2)C2CCS(=O)(=O)C2)c1 (stereo not given),1.2%,0.9%
Cc1ccnc(NC(=S)N2CCN(c3ccc(C(F)(F)F)cc3)CC2)c1,-9.5%,0.0%
CCCc1cc(=O)[nH]c(SCc2nc(-c3ccccc3)no2)n1,-0.3%,-4.1%
COc1ccccc1N1CCN(C(c2ccccc2)c2nnnn2Cc2ccccc2)CC1 (stereo not given),-24.5%,?
CCC(C(=O)NCCc1ccccc1)n1nc(C)n2c(cc3sccc32)c1=O (stereo not given),1.0%,7.5%
Cc1ccc2nc(-c3ccc(C)c(NC(=O)COc4ccc(Cl)cc4)c3)oc2c1,5.6%,18.5%
Cc1[nH]c2ccccc2c1/C=C/c1cnc2ccccc2n1,0.7%,-0.5%

# Laid out differently: seven of the compounds above.
smiles	KB-V1 cytotox	KB-3-1 cytotox
COc1cc(OC)c(/C=C/c2ccccn2)c(OC)c1	4.7%	5.17µM*
CCCCOC(=O)c1ccc(Nc2nc3ccccc3c3nnc(C)n23)cc1	10.7%	0.2%
O=C(C[n+]1csc2ccccc21)c1ccccc1	-7.7%	-13.8%
COc1cccc(CN(C(=O)COc2ccc(Cl)c(C)c2)C2CCS(=O)(=O)C2)c1 (stereo not given)	1.2%	0.9%
Cc1ccnc(NC(=S)N2CCN(c3ccc(C(F)(F)F)cc3)CC2)c1	-9.5%	0.0%
CCCc1cc(=O)[nH]c(SCc2nc(-c3ccccc3)no2)n1	-0.3%	-4.1%
COc1ccccc1N1CCN(C(c2ccccc2)c2nnnn2Cc2ccccc2)CC1 (stereo not given)	-24.5%	?

# Later entries
SMILES,KB-V1 cytotox,KB-3-1 cytotox
CN(C)CCCNc1nccc(N2CCN(C)CC2)n1,0.0%,19.4%
COc1ccc(CN2CC[C@H]3C=CC[C@@H](C(=O)N4CCN(c5ccccc5)CC4)[C@H]3C2=O)cc1OC,-8.3%,9.8%
CCCOc1ccc(CNC(=O)C(CC)n2nc(C)c3sc4ccccc4c3c2=O)cc1 (stereo not given),-3.4%,-6.4%
O=C(NCc1ccccc1)c1cnc(N2CCCCC2)c2ccccc12,?,0.5%
Cc1ccc(S(=O)(=O)c2nnn3c2nc(N2CCOCC2)c2sccc23)cc1C,10.1%,-4.6%
CCOc1ccccc1N(CC)C(=O)c1cc2ccc3cccnc3c2[nH]1,-16.2%,-25.0%
Cc1ccc2sc(N(Cc3cccnc3)C(=O)CCOc3ccccc3)nc2c1C,-5.0%,-8.1%
CNC(=O)Cn1cc(S(=O)(=O)Cc2ccccc2F)c2ccccc21,1.1%,21.5%
O=C(Nc1nccs1)[C@@H]1CC=C[C@@H]2CCN(C3CCCCC3)C(=O)[C@@H]21,-6.7%,3.5%
Cc1cc(NS(=O)(=O)c2ccc3c(c2)CCC(=O)N3)ccc1Cl,16.8%,24.4%
N#Cc1ccccc1OC1=NS(=O)(=O)c2ccccc21,-13.2%,3.5%
COC(=O)c1ccc(NC(=O)C(=O)NCC(c2cccnc2)N2CCN(c3ccccc3)CC2)cc1 (stereo not given),-2.9%,?
C=CCNC(=O)c1ccc2nc(-c3ccco3)c(-c3ccco3)nc2c1,-3.2%,2.5%
O=[S+]([O-])([O-])c1ccc2c(c1)cc([S+](=O)([O-])[O-])c1nn(-c3ccc(/C=C/c4ccc(-n5nc6c([S+](=O)([O-])[O-])cc7cc([S+](=O)([O-])[O-])ccc7c6n5)cc4[S+](=O)([O-])[O-])c([S+](=O)([O-])[O-])c3)nc12,-11.4%,?
Cc1ccnc2ccc3ccccc3c12,1.1%,8.2µM*
Cc1cc[n+](CCC2CCCCC2)cc1,-2.1%,20.6µM*
CC1CCN(c2cc3c(cc2F)c(=O)c(S(=O)(=O)c2ccc(Cl)cc2)cn3C)CC1,15.7%,12.0%
CCc1cccc(NC(=O)C(CC)n2nc(C)c3sc4ccccc4c3c2=O)c1 (stereo not given),8.9%,-4.0%
Cc1cc[n+](CC(=O)c2ccc(F)cc2)cc1,15.2%,?
COc1cc(OC)c(/C=C/c2cc[n+](C)c3ccccc23)c(OC)c1,3.0%,?
CN(C)c1ccc(/C=C/c2ccccn2)cc1,-2.6%,?
COc1cccc(C(=O)Nc2ccc(-n3nncc3-c3ccc(Br)cc3)cc2)c1OC,-1.1%,-11.2%
Cc1ccnc2ncccc12,8.2%,23.4%
O=S(=O)(c1ccccc1)N1CCC(c2ccncc2)CC1,?,4.9%
CN(C)c1ccc(/C=[N+]2\C(=O)CC(=O)NC2=O)cc1,6.0%,11.6%
COc1ccccc1NC(C)C(=O)c1c[nH]c2ccccc12 (stereo not given),-13.2%,0.5%
Cc1[nH]c2ccc(C(=O)Nc3ccc(F)cc3)cc2c1C,-11.4%,-1.9%
COc1ccccc1CCNC(=O)C(=O)NCC(c1ccco1)S(=O)(=O)c1ccc(F)cc1 (stereo not given),-6.6%,-24.0%
CCCCNC(=O)C(CC)Sc1nnc(-c2ccc(F)cc2)c(-c2ccc(F)cc2)n1 (stereo not given),-1.5%,8.8%
O=C(COc1ccc(F)cc1)NCc1ccc2c(c1)CCN2C(=O)c1ccccc1,6.5%,2.1%
Cc1ccc(-n2ncc(C(=O)N3CCN(c4cccc(C)c4)C(C)C3)c2C2CCN(C(=O)OC(C)(C)C)CC2)cc1 (stereo not given),-12.3%,-17.5%
CCOc1ccc(NC(=O)CSC2=Nc3ccccc3C3=NC(CC(=O)NCc4ccco4)C(=O)N23)cc1 (stereo not given),-13.4%,-6.0%
CCCCOc1ccc(CC(=O)NOC)cc1,19.0%,0.0%
O=c1c2ccccc2oc2ccc(-c3ccoc3)cc12,?,-19.5%
Cc1cnc(C)cn1,0.0%,-2.8%

# Screens: PubChem BioAssay, National Center for Advancing Translational Sciences (NCATS)

# This is a subset. The share of hits here may be higher or lower than overall.
